Screening results as filed in PubChem BioAssay.
FEN1 inh: blocks human flap endonuclease 1; P39748; Recombinant FEN1 flap cleavage, fluorescence, 15 min; Potency, µM (top dose mostly 114 µM), for inactives: at the top dose activity change, negative = inhibition, usual class: inhibitors; hit rate 0.35% among 390,000; AID 588795; also: nearly all actives have a fitted effect of over 65% in size
Target sequence (P39748 whole entry, looked up): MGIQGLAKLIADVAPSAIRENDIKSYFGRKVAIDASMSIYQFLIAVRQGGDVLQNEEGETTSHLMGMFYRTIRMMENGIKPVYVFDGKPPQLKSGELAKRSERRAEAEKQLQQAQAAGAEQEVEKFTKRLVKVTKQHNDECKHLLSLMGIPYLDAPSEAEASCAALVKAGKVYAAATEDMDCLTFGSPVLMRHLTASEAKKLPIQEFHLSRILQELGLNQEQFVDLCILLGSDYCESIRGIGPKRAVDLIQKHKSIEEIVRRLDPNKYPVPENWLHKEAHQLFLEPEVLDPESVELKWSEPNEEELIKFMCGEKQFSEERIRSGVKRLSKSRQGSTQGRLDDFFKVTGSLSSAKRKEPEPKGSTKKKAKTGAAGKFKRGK
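Quantitative HTS format: each compound was titrated, incubated with 10 nM nuclease for 15 min at room temperature, then challenged with flap substrate at 50 nM final. Signal change over 15 min gave concentration–effect curves.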
KAT2A inh: GCN5L2 (KAT2A) acetyltransferase inhibition. Q92830. GCN5L2 HAT assay, ThioGlo1 CoA-SH fluorescence. Potency, µM (doses to about 58.9 µM), without a hit: top-dose activity change, negative = inhibition, actives largely listed as inhibitors. hit rate 0.21% among 390,000
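GCN5L2 (20nM final) in 50mM HEPES, 0.1mM EDTA pH 7.5, 0.01% Tween-20 was preincubated 15 min at room temperature with compound, then given ThioGlo1 (50uM), H3(1-25) peptide (75uM) and acetyl-CoA (70uM); CoA-thiol fluorescence (Ex340/Em540) was read at 0 and 20 min.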
N370S GC mod: inhibitors or activators of N370S glucocerebrosidase for Gaucher disease; P04062; N370S GC spleen homogenate, 4MU-glucoside fluorescence; Potency, µM (top dose mostly 59.4 µM), for the others: at the highest dose activity change, negative = inhibition, hits mostly inhibitors; hit rate 0.092% among 330,000; AID 2101;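 also: 0% = full enzyme activity and -100% = no enzyme basal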
Starred values were filed as active, the others as inactive; ? = inconclusive; / = no result given; & = joins results of further samples; [ ] = remark or other dose. Calls follow the shape of the dose curve; as a rule, active = well fitted curve in the direction sought with a large enough effect; inconclusive = small, poorly fitted or top-dose-only effect, or another doubt; inactive = no such curve, though single readings can be large; an effect the other way counts as inactive or inconclusive. Unless noted, % is scaled to controls: 0 for no effect and ±100 for the full control effect; potency is read from the fitted curve at half-maximal effect.

FEN1 inh	SMILES	KAT2A inh	N370S GC mod
/	CC[C@H](C)[C@H](NC(=O)[C@H](CCC(=O)O)NC(=O)[C@@H](N)CO)C(=O)N[C@@H](CCC(N)=O)C(=O)N[C@@H](CC(C)C)C(=O)N[C@@H](CCSC)C(=O)N[C@@H](Cc1cnc[nH]1)C(=O)N[C@@H](CC(N)=O)C(=O)N[C@@H](CC(C)C)C(=O)NCC(=O)N[C@@H](CCCCN)C(=O)N[C@@H](Cc1cnc[nH]1)C(=O)N[C@@H](CC(C)C)C(=O)N[C@@H](C)C(=O)N[C@@H](CO)C(=O)N[C@H](C(=O)N[C@@H](CCC(=O)O)C(=O)N[C@@H](CCCNC(=N)N)C(=O)N[C@@H](CCSC)C(=O)N[C@@H](CCC(N)=O)C(=O)N[C@@H](Cc1c[nH]c2ccccc12)C(=O)N[C@@H](CC(C)C)C(=O)N[C@@H](CCCNC(=N)N)C(=O)N[C@@H](CCCCN)C(=O)N[C@@H](CCCCN)C(=O)N[C@@H](CC(C)C)C(=O)N[C@@H](CCC(N)=O)C(=O)N[C@@H](CC(=O)O)C(=O)N[C@H](C(=O)N[C@@H](Cc1cnc[nH]1)C(=O)N[C@@H](CC(N)=O)C(=O)N[C@@H](Cc1ccccc1)C(=O)O)C(C)C)C(C)C	-16%	-5%
3%	Cc1cc(C)n(CC(O)COc2ccc(C(C)C)c(C)c2)n1 (centres undefined)	-20%	-2%
/	C/C(=N/NC(=O)C1CCCC1)c1ccc(NC(=O)C(F)(F)F)cc1	-9%	-6%
8%	COc1ccc(Cl)cc1NC(=O)Cn1nc(C(F)(F)F)c2c1CCC2	-4%	/
-9%	CC(=O)O[C@H]1CC[C@H]2[C@@H]3CCc4cc(O)ccc4[C@H]3CC[C@]12C	-1%	15%
17%	CC(C)(C)NC(=S)N/N=C/c1cc(Br)c(O)c(Br)c1	-5%	0%
-4%	COC(=O)C1=C(C(=O)OC)[C@@H]2N(Cc3ccccc3)c3ccccc3[C@@]23C[C@@H](CO)N(C(=O)NC2CCCC2)C3=N1	-4%	0%
-20%	O=C(NCc1ccc(Cl)cc1)C1CCN(C(=O)c2cnn(-c3ccccc3)c2-n2cccc2)CC1	-1%	/
-6%	COc1cc(NC(=O)c2nn(-c3ccc(C)cc3)c(=O)c3c2c2ccccc2n3C)cc(OC)c1OC	4%	/
-3%	Cc1nc(N2CCN(S(=O)(=O)c3ccccc3)CC2)c2cc(-c3ccccc3)sc2n1	-2%	-3%
15%	O=C(CN(C(=O)c1csnn1)c1ccc(Cl)cc1)NCCc1ccccc1	-2%	-15%
8%	CCN(C(=O)C(C)Cl)c1ccccc1 (centres undefined)	-3%	-10%
-2%	Clc1ccc(-c2nnc3sc(Cc4cccs4)nn23)c(Cl)c1	-3%	18%
-5%	Cc1ccc(C(=O)N2c3ccccc3OCC2C)cc1 (centres undefined)	-18%	-4%
-3%	CC(=O)c1nn(-c2ccc(Br)cc2)cc1C(=O)c1ccco1	-1%	10%
4%	Cc1c(CCC(=O)NCCCN2CCCC2=O)c(=O)oc2c(C)c(O)ccc12	-24%	?
-18%	Cc1ccc(S(=O)(=O)N(CC(=O)NN=C2CCN(C)CC2)c2ccc(F)cc2)cc1	-6%	-24%
0%	CCCn1nc(C(=O)NNC(=O)CSC(C)C(=O)Nc2cc(C)on2)c2ccccc2c1=O (centres undefined)	0%	-1%
-4%	CCN1C(=O)[C@H]2[C@@H](c3ccc(-c4ccccc4)c(OC)c3)N[C@@](CC(C)C)(C(=O)OC)[C@H]2C1=O	-12%	/
-23%	CCOC(=O)Cc1nn(Cc2ccc(Cl)cc2)c(=O)c2ccccc12	-9%	8%
-6%	Cn1cccc1CNC1CCCCC1	-2%	-1%
22%	CC(=O)c1ccc(OCCCC(=O)NCCc2ccccc2)cc1	-2%	2%
10%	O=C(NNC(=O)c1ccccc1Cl)c1ccccc1Cl	0%	13%
10%	CC1=NC2(CCCc3c2no[n+]3[O-])N(O)C1(C)C (centres undefined)	0%	-4%
-17%	O=C(Cn1ccc2cc(S(=O)(=O)N3CCCCCC3)ccc21)NCc1ccccc1Cl	-13%	/
-19%	CC1=NN(c2ccccc2)C(=O)/C1=C/C=C/c1ccccc1	-7%	-9%
-12%	O=C(NCC(=O)N(c1ccc(Cl)cc1)C(C(=O)NC1CCCC1)c1cccnc1)c1ccco1 (centres undefined)	-3%	1%
17%	COC(=O)[C@H](Cc1ccc(O)cc1)NC(=O)Cn1cnc(C(=O)Nc2ccc(C)c(C)c2)n1	-1%	/
-18%	Cc1cccn2c(=O)c3cc(C(=O)NC4CCCC4)sc3nc12	?	?
-5%	Cc1ccccc1N1CCN(C2CCCN(C(=O)c3cc[n+]([O-])cc3)C2)CC1 (centres undefined)	-5%	0%
-13%	Cc1ccc(C(=O)NNC(=O)c2cccc(S(=O)(=O)N3CCOCC3)c2)cc1	-2%	/
7%	Cc1noc(C)c1COc1ccccc1C(=O)N1CCN(S(=O)(=O)c2cccc([N+](=O)[O-])c2)CC1	0%	/
8%	CN(C(=O)c1cccc(NC(=O)C2CCN(C(=O)OC(C)(C)C)CC2)c1)C1CCCCC1	-4%	/
-11%	CCc1c(SCCC(=O)O)nc2ccccc2c1C	-3%	-2%
0%	CC(C)c1ccc(NC(=O)CSc2nc(=O)n(CCCN3CCOCC3)c3c2CCC3)cc1	3%	-14%
-6%	O=C(CNC(=O)c1ccccc1F)OCc1cc(=O)n2nc(C3CCCCC3)sc2n1	-1%	/
0%	CCC/C(=N\NC(=O)CNC(=O)/C=C/c1ccco1)c1ccccc1	4%	4%
-29%	O=C(O)c1cc(NN=Nc2ccc(Br)cc2)cc([N+](=O)[O-])c1	2%	2%
5%	C#CCOC(=O)c1ccccc1C(=O)OCC#C	-5%	7%
-11%	O=C(Nc1cccc(C(F)(F)F)c1)c1ccco1	-7%	3%
-11%	COc1ccccc1C(=O)N/C(=C\c1cn(S(=O)(=O)N(C)C)c2ccccc12)C(=O)NCCN1CCOCC1	-7%	-6%
-12%	O=C(CN1C(=O)NC2(CCCc3ccccc32)C1=O)NCc1cccs1 (centres undefined)	-1%	/
10%	Cc1c(Cl)cccc1NC(=O)NCCOCCn1c(=O)oc2ccccc21	-7%	/
13%	O=C(CSc1n[nH]c(-c2cccs2)n1)N1CCCC1	-3%	/
-4%	COc1cccc(-n2nnnc2SCC(=O)Nc2cccc(NC(C)=O)c2)c1	-9%	1%
2%	Fc1ccc(C(CCNCc2cccs2)c2ccco2)cc1 (centres undefined)	-7%	-16%
5%	CCC(CO)NC1=CC(=O)CCC1 (centres undefined)	-2%	-8%
/	Cc1ccc(S(=O)(=O)N2CCC(=O)N([C@H](COCc3ccc(Cl)cc3)Cc3ccccc3)CC2)cc1	8%	3%
-10%	CCOc1ccc(NC(=O)c2ncoc2-c2ccco2)cc1	0%	/
-2%	O=C1CCN(C(=O)Nc2ccccc2Cl)N1	?	?
6%	CCNC(=S)NNC(=S)NCc1ccccc1	3%	29%
-3%	O=C(NCc1ccccc1Cl)C1CCN(C(=O)N2CCOc3ccccc32)CC1	-2%	/
-2%	COc1cc(/C=C2\CCC(C3CCCC3)C2=O)ccc1OC(C)C (centres undefined)	0%	-2%
2%	CCOC(=O)C1CCCN(C/C=C/c2ccccc2)C1 (centres undefined)	-1%	1%
0%	Cc1sc2c(c1C)c(=O)nc1scc(CC(=O)O)n12	0%	-8%
-7%	CN(C)c1ccc(C(=O)Nc2ccc(S(=O)(=O)Nc3nccs3)cc2)cc1	-3%	-1%

Next entries follow:
FEN1 inh	SMILES	KAT2A inh	N370S GC mod
-3%	O=C(Nc1cccc(C(=O)O)c1)Nc1ccc2c(c1)OCO2	-14%	-7%
2%	CCC(C(=O)NCc1ccco1)n1nc(C)c2c(C)n(-c3ccccc3)nc2c1=O (centres undefined)	-12%	-14%
2%	CC1(C)Cc2ccccc2-c2nnc(-c3ccccn3)n21	0%	-6%
-5%	CCS(=O)(=O)N1CCCC(C(=O)Oc2ccc(Br)cc2)C1 (centres undefined)	-4%	0%
-5%	NC1=NC2(CCN(Cc3ccccc3)CC2)n2c(nc3ccccc32)N1	-6%	7%
-12%	CCCCC(=O)NC(c1ccc([N+](=O)[O-])cc1)c1c(O)ccc2ccccc12 (centres undefined)	-7%	5%
-4%	Cc1cccc(C(=O)NCC(=O)OCC(=O)c2ccc(C)s2)c1	-4%	/
-19%	CCOc1ccc(S(=O)(=O)N(CC(=O)N/N=C/c2ccc(-c3ccc([N+](=O)[O-])cc3)o2)c2ccccc2)cc1	?	14%
-3%&-9%	COc1cccc(CNC(=O)CCC(=O)N2Cc3cccc(OC)c3Oc3ncccc32)c1OC	-6%&-4%	-26%
-2%	COc1ccc(OCc2nnc(SCC(=O)NC3CCCCC3)o2)cc1	6%	-3%
9%	CC(C(=O)Nc1ccccc1Cl)N(c1ccccc1)S(C)(=O)=O (centres undefined)	-11%	-7%
-34%	CCc1ccc(S(=O)(=O)Nc2cc3c(cc2N2CCCCC2)n(C)c(=O)c(=O)n3C)cc1	-9%	-10%
3%	COc1cccc2cc(-c3nc4ccccc4[nH]3)c(=O)oc12	?	-4%
-4%	O=C(Nc1ccc(Br)cc1F)C1CCCN(S(=O)(=O)c2cnc[nH]2)C1 (centres undefined)	-18%	-16%
-11%	COc1cc2c(cc1OC)n(CC(=O)NC1CCCCCC1)n1c(C)cc(=O)nc21	0%	-4%
22%	CN(C)S(=O)(=O)c1cccc(NC(=O)COC(=O)c2ccc3c(c2)OCO3)c1	3%	0%
-1%	N/C(CCN1CCCCC1)=N/O	/	20%
-1%	COC(=O)c1cc(Br)c(=O)n(-c2cc(C)on2)c1	-3%	2%
-3%	Cn1c(SCc2ccc(C#N)cc2)nnc1-c1ccccc1	-5%	-13%
-1%	CCN1/C(=C\C=C2\C(=O)N(c3ccccc3)C(=S)N2C)Sc2ccccc21	-3%	-2%
1%	COC(C(=O)NCc1ccccc1C)c1ccccc1 (centres undefined)	1%	4%
-16%	CCOC(=O)c1scc(-c2ccccc2)c1S(=O)(=O)Nc1cc(OC)cc(OC)c1	-5%	/
-16%	CCC1=NC(c2ccccc2OC)N(O)C1(C)C (centres undefined)	-8%	-9%[2.35 µM]
6%	CC(=O)c1cc(C#N)c(N2CC(C)OC(C)C2)nc1C (centres undefined)	-10%	0%
-8%	Cc1ccc(NC(=O)C(C)NS(=O)(=O)c2ccc(F)cc2)cc1C (centres undefined)	-4%	1%
8%	CC(=O)NC(C(=O)c1ccccc1)N1CCCCC1 (centres undefined)	-5%	3%
1%	COc1ccc(C(=O)Nc2cc(OCc3ccccc3)c(Cl)cc2Cl)cc1	-3%	4%
-14%	COc1cc(C=C2C(=O)c3ccccc3C2=O)cc(OC)c1	-22%	-12%
1%	COc1ccc(-c2nn(-c3cccc([N+](=O)[O-])c3)c3c2cnc2cc4c(cc23)OCO4)cc1	-15%	/
1%	CCC1=Nc2ccc(Br)cc2C(c2ccccc2)N1CC(=O)OC (centres undefined)	-4%	-4%
-14%	COc1ccc(/C=C2\CCC/C(=C\C=N\N(C)C)C2=O)cc1	-10%	11%
-6%	COc1cccc(CN(C)C(=O)CCN=C2NS(=O)(=O)c3ccccc32)c1OC	3%	/

Copied from the list.
Entry for CCC1=Nc2ccc(Br)cc2C(c2ccccc2)N1CC(=O)OC (centres undefined) in KAT2A inh: -4%
Entry for CC(=O)NC(C(=O)c1ccccc1)N1CCCCC1 (centres undefined) in FEN1 inh: 8%

Exported as labelled records: entries from further up.
Compound: COc1cccc(CN(C)C(=O)CCN=C2NS(=O)(=O)c3ccccc32)c1OC
  FEN1 inh: -6%
  KAT2A inh: 3%
  N370S GC mod: /
Compound: COc1cc(C=C2C(=O)c3ccccc3C2=O)cc(OC)c1
  FEN1 inh: -14%
  KAT2A inh: -22%
  N370S GC mod: -12%
Compound: CCC1=Nc2ccc(Br)cc2C(c2ccccc2)N1CC(=O)OC (centres undefined)
  FEN1 inh: 1%
  KAT2A inh: -4%
  N370S GC mod: -4%
Compound: COc1ccc(C(=O)Nc2cc(OCc3ccccc3)c(Cl)cc2Cl)cc1
  FEN1 inh: 1%
  KAT2A inh: -3%
  N370S GC mod: 4%

Additional structures.
FEN1 inh	SMILES	KAT2A inh	N370S GC mod
-14%	CC(C)OC(=O)NS(=O)(=O)c1cccc([N+](=O)[O-])c1	-2%	-14%
-1%	CC(=O)Nc1ccccc1C(=O)N1CC2(C)CC1CC(C)(C)C2 (centres undefined)	4%	2%
-11%	CCOC(=O)c1cnc2nc(C(F)(F)F)[nH]n2c1=O	0%	-21%
10%	CCOc1ccc(/C=C/C(=O)N(CC)CC(=O)Nc2ccc3c(c2)OCCO3)cc1OCC	1%	-1%
2%	O=C(CS(=O)Cc1ccccc1Cl)Nc1ccccc1Cl (centres undefined)	-22%	10%
14%	Cc1ccsc1C(=O)NCCc1nnc2ccccn12	-5%	-12%
-1%	Cn1nccc1C(=O)N1CCN(c2ccc(F)cc2)CC1	-2%	6%
